GALK inh = blocks human galactokinase activity. P51570. Purified GALK, Kinase-Glo residual ATP luminescence. Potency, µM (highest dose often 57.5 µM), for the others: at the highest dose activity change, negative = inhibition, most hits filed as inhibitors. actives 0.007% (n = 270,000). AID 1868; note: potency is the fitted concentration of half-maximal effect; % is set by controls: 0 for no effect and ±100 for the full control effect
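Kinase-Glo Plus luminescence measured ATP left after a 1 h room-temperature reaction. The reaction used 5 nM GALK, 100 uM galactose and 35 uM ATP at pH 8.0 (20 mM HEPES, 5 mM MgCl2, 60 mM NaCl, 1 mM DTT, 0.01% BSA).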
Giardia killer = Giardia lamblia killing; activity change, % at 7.66 µM, hits read low; actives 0.15% (n = 340,000); Giardia lamblia trophozoite viability; in the data active = activity change below about -80%; inconclusive = between about -30% and that limit;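 note: parasites exposed to compound for two days anaerobically before the ATP read; % is set by controls: 0 for no effect and ±100 for the full control effect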
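Viability, read as ATP luminescence: trophozoites at 100 cells/well, compound added, 48 hrs anaerobic at 37 deg C, then 15-30 min room-temperature development before reading.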
TRPV1 agonist = human TRPV1 agonism | Q8NER1 | TRPV1-expressing cells, Fluo-8 calcium influx, agonist mode | activation, % at 8.33 µM | actives 0.19% (n = 320,000); in the data active = activation above about 80%; inconclusive = between about 30% and that limit; note: 0% is about no effect
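Fluo-8 calcium influx in TRPV1-expressing cells, kinetic read (ex 480/em 520 nm). Compound added and read 3 min for agonist activity, followed by capsaicin at EC20 final and 2 min further read for enhancement.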
PKM2 activator = increases activity of human pyruvate kinase M2. P14618. purified PKM2, Kinase-Glo ATP luminescence, activation; response scale: 0% is enzyme alone, no compound. Potency, µM (doses to about 57.5 µM), inactives show at the top dose activation, hits mostly activators. actives 0.34% (n = 260,000). AID 1631; note: potency is the fitted concentration of half-maximal effect; % is set by controls: 0 for no effect and ±100 for the full control effect; nearly all actives have a fitted effect of over 55% in size
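Purified hPK-M2 (>95%) run at intermediate activity with 0.1 mM ADP and 0.5 mM PEP in 50 mM imidazole pH 7.2, KCl, MgCl2; 1 h room temperature. ATP formed read by Kinase-Glo luminescence; normalized to uninhibited and no-enzyme controls.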
CXXC DNA block = MLL CXXC-DNA interaction inhibition | Q03164 | MLL-CXXC / FITC-HOXA9 DNA fluorescence polarization | Potency, µM (series often up to 115 µM), for inactives: at the top dose activity change, negative = inhibition, usual class: inhibitors | actives 0.037% (n = 290,000) | AID 2662; active = well fitted inhibition curve with a large enough effect in the polarisation, with a control signal flat, not every such curve was filed as active; inconclusive = small, poorly fitted or top-dose-only effect, or effect the other way, or a change in a side signal; inactive = no such curve, though single readings can be large or run the other way; the % refers to the polarisation; note: potency is the fitted concentration of half-maximal effect
Target sequence (Q03164 whole entry, looked up): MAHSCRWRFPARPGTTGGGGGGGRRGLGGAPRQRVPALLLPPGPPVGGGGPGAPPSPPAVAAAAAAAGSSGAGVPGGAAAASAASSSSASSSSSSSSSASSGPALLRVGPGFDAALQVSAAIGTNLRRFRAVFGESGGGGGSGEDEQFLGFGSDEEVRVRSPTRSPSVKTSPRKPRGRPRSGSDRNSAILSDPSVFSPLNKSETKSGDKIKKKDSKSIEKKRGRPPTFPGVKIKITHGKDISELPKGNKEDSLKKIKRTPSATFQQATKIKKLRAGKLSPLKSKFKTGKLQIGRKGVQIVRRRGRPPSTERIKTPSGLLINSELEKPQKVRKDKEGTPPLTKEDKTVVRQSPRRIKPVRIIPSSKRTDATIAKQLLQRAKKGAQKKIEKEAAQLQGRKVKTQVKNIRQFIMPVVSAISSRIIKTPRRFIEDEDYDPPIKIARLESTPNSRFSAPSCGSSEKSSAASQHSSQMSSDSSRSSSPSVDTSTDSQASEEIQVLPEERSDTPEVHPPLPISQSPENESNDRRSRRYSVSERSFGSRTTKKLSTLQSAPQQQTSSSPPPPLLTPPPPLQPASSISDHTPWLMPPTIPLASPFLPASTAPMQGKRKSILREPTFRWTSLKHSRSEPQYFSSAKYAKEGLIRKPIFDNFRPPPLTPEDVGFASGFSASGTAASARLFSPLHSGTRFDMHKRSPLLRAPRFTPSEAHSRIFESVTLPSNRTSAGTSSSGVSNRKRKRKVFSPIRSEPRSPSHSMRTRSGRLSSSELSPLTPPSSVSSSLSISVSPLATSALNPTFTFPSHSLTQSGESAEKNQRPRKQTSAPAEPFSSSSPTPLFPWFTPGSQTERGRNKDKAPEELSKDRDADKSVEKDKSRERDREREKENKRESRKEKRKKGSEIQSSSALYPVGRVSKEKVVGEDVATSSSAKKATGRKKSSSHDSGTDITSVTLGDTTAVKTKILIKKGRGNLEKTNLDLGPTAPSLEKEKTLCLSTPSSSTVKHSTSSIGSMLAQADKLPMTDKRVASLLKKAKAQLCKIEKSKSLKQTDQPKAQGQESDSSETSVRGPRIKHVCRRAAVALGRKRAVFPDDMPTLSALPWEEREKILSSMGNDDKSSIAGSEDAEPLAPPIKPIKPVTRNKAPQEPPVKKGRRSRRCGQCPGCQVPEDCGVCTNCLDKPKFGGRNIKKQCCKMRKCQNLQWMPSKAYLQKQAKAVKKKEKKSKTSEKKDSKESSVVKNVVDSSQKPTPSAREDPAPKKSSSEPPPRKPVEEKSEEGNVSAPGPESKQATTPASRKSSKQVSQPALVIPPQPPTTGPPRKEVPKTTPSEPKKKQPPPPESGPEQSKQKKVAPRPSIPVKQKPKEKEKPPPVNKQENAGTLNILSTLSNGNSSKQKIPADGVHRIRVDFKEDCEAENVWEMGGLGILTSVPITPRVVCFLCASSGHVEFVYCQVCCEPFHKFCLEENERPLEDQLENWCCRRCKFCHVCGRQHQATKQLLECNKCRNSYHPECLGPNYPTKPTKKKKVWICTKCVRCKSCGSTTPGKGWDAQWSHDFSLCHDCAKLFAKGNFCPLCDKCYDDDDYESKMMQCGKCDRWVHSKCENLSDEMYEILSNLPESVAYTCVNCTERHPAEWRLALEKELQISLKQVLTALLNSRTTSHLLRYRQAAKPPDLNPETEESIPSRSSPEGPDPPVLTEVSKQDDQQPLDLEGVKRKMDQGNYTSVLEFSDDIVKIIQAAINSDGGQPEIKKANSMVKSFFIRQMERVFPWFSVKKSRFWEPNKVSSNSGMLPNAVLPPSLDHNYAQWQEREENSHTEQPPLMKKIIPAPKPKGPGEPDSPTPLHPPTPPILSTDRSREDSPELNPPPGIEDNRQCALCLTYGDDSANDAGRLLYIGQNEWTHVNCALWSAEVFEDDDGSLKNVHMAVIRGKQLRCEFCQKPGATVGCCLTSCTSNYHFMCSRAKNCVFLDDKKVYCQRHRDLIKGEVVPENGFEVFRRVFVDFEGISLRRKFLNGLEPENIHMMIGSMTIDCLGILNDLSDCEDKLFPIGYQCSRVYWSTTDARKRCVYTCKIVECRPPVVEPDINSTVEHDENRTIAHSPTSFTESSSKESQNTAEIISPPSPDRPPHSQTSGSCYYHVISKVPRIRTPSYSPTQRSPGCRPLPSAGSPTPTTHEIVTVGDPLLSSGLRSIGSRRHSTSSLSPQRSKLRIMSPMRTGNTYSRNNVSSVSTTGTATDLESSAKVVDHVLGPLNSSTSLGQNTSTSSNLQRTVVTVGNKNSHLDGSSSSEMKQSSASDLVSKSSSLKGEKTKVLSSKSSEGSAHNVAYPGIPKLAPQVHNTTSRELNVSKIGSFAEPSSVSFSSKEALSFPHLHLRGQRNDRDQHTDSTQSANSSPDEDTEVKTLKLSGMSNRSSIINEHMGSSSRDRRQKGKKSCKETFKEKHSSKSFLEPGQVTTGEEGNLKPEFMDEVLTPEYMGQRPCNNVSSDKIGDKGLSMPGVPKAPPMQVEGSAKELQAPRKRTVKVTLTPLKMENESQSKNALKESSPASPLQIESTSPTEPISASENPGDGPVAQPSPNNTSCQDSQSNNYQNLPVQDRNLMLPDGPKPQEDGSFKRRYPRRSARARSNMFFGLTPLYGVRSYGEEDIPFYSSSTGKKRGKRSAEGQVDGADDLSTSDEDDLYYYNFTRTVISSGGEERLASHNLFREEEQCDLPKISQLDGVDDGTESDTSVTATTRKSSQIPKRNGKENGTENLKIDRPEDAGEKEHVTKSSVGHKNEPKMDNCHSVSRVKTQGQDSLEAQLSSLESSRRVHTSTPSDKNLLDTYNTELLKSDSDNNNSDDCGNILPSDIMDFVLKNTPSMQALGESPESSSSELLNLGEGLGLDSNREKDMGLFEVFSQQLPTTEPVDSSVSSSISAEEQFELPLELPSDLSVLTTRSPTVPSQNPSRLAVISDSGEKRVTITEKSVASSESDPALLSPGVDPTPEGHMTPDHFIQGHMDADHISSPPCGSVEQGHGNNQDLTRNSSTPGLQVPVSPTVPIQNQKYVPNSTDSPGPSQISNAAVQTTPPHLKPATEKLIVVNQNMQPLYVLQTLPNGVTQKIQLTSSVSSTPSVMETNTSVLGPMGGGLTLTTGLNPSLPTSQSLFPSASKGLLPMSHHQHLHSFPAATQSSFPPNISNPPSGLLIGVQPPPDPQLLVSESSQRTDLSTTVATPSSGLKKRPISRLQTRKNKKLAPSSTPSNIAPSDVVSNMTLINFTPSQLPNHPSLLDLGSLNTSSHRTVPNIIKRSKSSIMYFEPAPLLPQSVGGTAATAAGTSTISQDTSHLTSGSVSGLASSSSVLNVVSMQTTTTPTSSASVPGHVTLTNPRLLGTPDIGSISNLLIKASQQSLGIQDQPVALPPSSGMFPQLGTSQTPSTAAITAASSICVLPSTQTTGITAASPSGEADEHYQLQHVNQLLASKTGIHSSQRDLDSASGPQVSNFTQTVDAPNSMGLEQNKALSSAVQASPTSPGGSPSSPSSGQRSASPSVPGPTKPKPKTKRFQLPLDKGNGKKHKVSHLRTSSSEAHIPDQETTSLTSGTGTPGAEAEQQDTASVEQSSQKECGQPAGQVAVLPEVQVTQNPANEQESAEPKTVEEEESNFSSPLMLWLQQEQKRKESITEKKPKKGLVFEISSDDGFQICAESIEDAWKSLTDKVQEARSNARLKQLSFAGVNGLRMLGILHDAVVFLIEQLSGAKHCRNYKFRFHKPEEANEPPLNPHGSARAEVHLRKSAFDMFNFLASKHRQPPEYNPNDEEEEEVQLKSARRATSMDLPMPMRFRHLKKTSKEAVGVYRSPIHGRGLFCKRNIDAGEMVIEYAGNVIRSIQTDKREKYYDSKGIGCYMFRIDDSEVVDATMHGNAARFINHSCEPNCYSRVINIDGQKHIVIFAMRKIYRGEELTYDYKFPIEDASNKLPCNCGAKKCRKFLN
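Steps: dispense CXXC domain solution (7 uM) → pin compounds or unlabeled HOX-A9 DNA control → 5 min ambient → add FLSN-HOX-A9 solution (50 nM) → spin → 30 min ambient → fluorescence polarization. Tris pH 7.5/NaCl/DTT/BSA buffer.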
hERG WT inh = KCNH2 (human, wildtype) channel inhibition | Q12809 | U2OS, BacMam KCNH2, thallium flux FluxOr; active compounds read low | activity change, % at 1.84 µM | actives 0.37% (n = 340,000);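 active = maximum activity change below -70%; inconclusive = maximum activity change between -70% and -50%; inactive = maximum activity change above -50%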; note: % is set by controls: 0 for no effect and ±100 for the full control effect
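U2OS cells were transduced with wild-type KCNH2 virus (2.03 x 10^8 / mL) for 4 h at room temperature, then cultured overnight at 37 C. Thallium flux was read with FluxOr dye. Rate constants were normalized to DMSO controls.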
B2AR arrestin = beta2AR (human) beta-arrestin recruitment activity; P07550; beta-arrestin recruitment to beta2AR, cell-based reporter; Potency, µM (top dose mostly 46.1 µM), for inactives: at the highest dose activation, actives largely listed as activators; actives 0.02% (n = 330,000);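 note: potency is the fitted concentration of half-maximal effect; 0% = DMSO controls and full agonism = EC100 isoproterenol or metaproterenol; nearly all actives have a fitted effect of over 65% in size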
Menin MLL FP TR = inhibitors of human menin-MLL interaction, mutant MLL peptide | O00255 | Menin + Texas Red MLL mutant peptide, fluorescence polarization | Potency, µM (top dose mostly 61.6 µM), without a hit: top-dose FP activity change, negative = inhibition, actives largely listed as inhibitors | actives 0.23% (n = 270,000); active = well fitted inhibition curve with a large enough effect in the polarisation, with a control signal flat, not every such curve was filed as active; inconclusive = small, poorly fitted or top-dose-only effect, or effect the other way, or a change in a side signal; inactive = no such curve, though single readings can be large or run the other way; the % refers to the polarisation; note: potency is the fitted concentration of half-maximal effect; % of control where 0% means no effect; many of its hits are not listed in these tables
Coupling enz = counter-screen for Giardia aldolase inhibitors: coupling enzyme system | coupling enzyme system counterscreen, AmpLite Red fluorescence | activity change, negative = inhibition, % at 58.2 µM, hits read low | actives 0.67% (n = 290,000) | AID 2472; in the data active = activity change below about -30%; note: % is set by controls: 0 for no effect and ±100 for the full control effect
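Counterscreen lacking aldolase: glyceraldehyde-3-phosphate coupling-enzyme reagent preincubated 10 min at RT with compound (at 57.5 uM final), then substrate/coupling system with AmpLite Red added; fluorescence read at 525/598 nm after 20 min RT.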
USP2a inh = blocks human ubiquitin-specific protease USP2a | O75604 | USP2 core, Ub-CHOP2 coupled fluorogenic reporter, 485/531 | Potency, µM (series often up to 38.3 µM), for inactives: at the top dose activity change, negative = inhibition, usual class: inhibitors | actives 0.01% (n = 330,000);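 note: potency is the fitted concentration of half-maximal effect; plate controls were DMSO wells for no effect and full inhibition by NEM control for full effect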
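USP2 core (10nM final) preincubated 30min RT with compound in 20mM Tris-HCl pH 8.0, 2mM CaCl2, 2mM beta-mercaptoethanol, 0.05% CHAPS; 25nM Ub-CHOP2 plus 25nM reporter substrate added, fluorescence (Ex485/Em531) read after 60min.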
KCNH2 3.1 inh = blocks the human KCNH2 3.1 channel isoform; U2OS KCNH2 3.1, thallium flux FluxOr; active compounds read low; activity change, % (tested at about 1.8 µM); actives 0.95% (n = 340,000);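 active = maximum activity change below -70%; inconclusive = maximum activity change from -70% to -50%; inactive = maximum activity change above -50%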;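 note: thallium influx rate constant from kinetic fluorescence after stimulation buffer; % is set by controls: 0 for no effect and ±100 for the full control effect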
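Normalized rate constant (relative to positive and negative DMSO controls) derived from a 2 min kinetic fluorescence read after stimulation; U2OS cells expressing the 3.1 isoform via virus at 1.77 x 10^8 /mL.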
* = called active by the depositor; ? = inconclusive; / = not tested or not shown; [ ] = remark or other dose. Unless noted, calls come from the whole dose curve; as a rule, active = well fitted curve in the direction sought with a large enough effect; inconclusive = small, poorly fitted or top-dose-only effect, or another doubt; inactive = no such curve, though single readings can be large; an effect the other way counts as inactive or inconclusive. Not all compounds are listed; rates above refer to the full screens.

1) Cc1cc(C)cc(OCC(O)CN2CCC(CN3C(=O)c4cccc5cccc(c45)C3=O)CC2)c1 (stereo not given)
2) Cc1cc(C(=O)Nc2c(C)nn(Cc3ccc(F)cc3)c2C)on1
3) COc1ccc(C2SCC(=O)N2Cc2ccccc2)cc1 (stereo not given)
4) CCOc1ccc(OCCn2ccnc2)cc1
5) N#Cc1c(-c2ccccc2)cc(-c2ccccc2)nc1SCCC(=O)O
assay / entry	1	2	3	4	5
GALK inh	4%	1%	-4%	1%	0%
Giardia killer	11	17	18	11	-14
TRPV1 agonist	1	0	-7	-2	-4
PKM2 activator	4%	3%	-1%[11.5 µM]	-15%	2%
CXXC DNA block	2%	18%	13%	-7%	-27%
hERG WT inh	19	0	-1	6	-8
B2AR arrestin	-0.3%	-1.5%	-0.4%	-1.7%	-0.1%
Menin MLL FP TR	2%	6%	?	-10%	34%[activator]
Coupling enz	0	1	1	0	18
USP2a inh	1%	5%	-3%	-1%	0%
KCNH2 3.1 inh	-39	-13	-13	-9	3

Exported as a markdown table: entries from further up.
| # | mol | GALK inh | Giardia killer | TRPV1 agonist | PKM2 activator | CXXC DNA block | hERG WT inh | B2AR arrestin | Menin MLL FP TR | Coupling enz | USP2a inh | KCNH2 3.1 inh |
| --- | --- | --- | --- | --- | --- | --- | --- | --- | --- | --- | --- | --- |
| 2 | Cc1cc(C(=O)Nc2c(C)nn(Cc3ccc(F)cc3)c2C)on1 | 1% | 17 | 0 | 3% | 18% | 0 | -1.5% | 6% | 1 | 5% | -13 |
| 3 | COc1ccc(C2SCC(=O)N2Cc2ccccc2)cc1 (stereo not given) | -4% | 18 | -7 | -1%[11.5 µM] | 13% | -1 | -0.4% | ? | 1 | -3% | -13 |
| 4 | CCOc1ccc(OCCn2ccnc2)cc1 | 1% | 11 | -2 | -15% | -7% | 6 | -1.7% | -10% | 0 | -1% | -9 |

(list continues)
6) O=C(COc1ccccc1Cl)Nc1ccc(N2CCN(C(=O)c3ccccc3)CC2)cc1
7) Cc1cc(S(=O)(=O)NC2CCCCC2)ccc1-n1cnnn1
8) Cc1cc(=O)[nH]c(N/N=C/C(C)c2ccccc2)n1 (stereo not given)
9) CCCNC(=O)CC(NS(=O)(=O)c1ccc(NC(C)=O)cc1)C(C)C (stereo not given)
10) Cc1cccc(C)c1NC(=O)CN(C)CC(=O)N1CC(=O)Nc2ccccc21
assay / entry	6	7	8	9	10
GALK inh	-1%	5%	-2%	0%	/
Giardia killer	-7	-12	-7	-7	-2
TRPV1 agonist	1	-2	0	2	/
PKM2 activator	-3%	-12%	2%	-1%	/
CXXC DNA block	-6%	6%	12%	12%	/
hERG WT inh	34	-13	-1	-38	-1
B2AR arrestin	-0.2%	-0.4%	0.3%	4.9%	-0.3%
Menin MLL FP TR	/	-2%	/	0%	/
Coupling enz	/	6	-12	5	/
USP2a inh	-8%	2%	2%	7%	4%
KCNH2 3.1 inh	-21	-10	14	0	-1

11) Cc1ccc(-n2nc(C)c3c2OC(N)=C(C#N)C3c2cccs2)cc1 (stereo not given)
12) COc1ccc(CCNC(=O)C23CCC(C)(C(=O)C2=O)C3(C)C)cc1OC (stereo not given)
13) COc1cc(/C=N\NC(=O)c2cccnc2)ccc1OC(=O)c1ccccc1Cl
14) Cc1ccc(NC(c2ccccc2)c2nc3ccccc3[nH]c2=O)cc1 (stereo not given)
15) COc1ccc(C(=O)C[n+]2cc(Br)cc3ccccc32)cc1[N+](=O)[O-]
assay / entry	11	12	13	14	15
GALK inh	-1%	1%	2%	2%	10%
Giardia killer	2	?	12	-11	9
TRPV1 agonist	-2	-1	1	22	1
PKM2 activator	0%	-4%	-1%	1%	/
CXXC DNA block	-9%	8%	155%[activator]	0%	-3%
hERG WT inh	7	1	6	-6	-1
B2AR arrestin	-0.7%	-0.5%	-0.6%	-0.5%	-0.8%
Menin MLL FP TR	3%	0%	?	/	9%
Coupling enz	2	3	0	3	0
USP2a inh	-2%	2%	0%	1%	7%
KCNH2 3.1 inh	8	3	3	-8	1

16) COc1ccc(/C(O)=C2/C(=O)C(=O)N(CCCN3CCOCC3)C2c2ccc(N(C)C)cc2)cc1 (stereo not given)
17) O=C(CCNC(=O)c1ccc([N+](=O)[O-])cc1)Nc1ccccc1N1CCOCC1
18) Cn1cc(/C=N/n2cnc3sc4c(c3c2=O)CCCC4)c2ccccc21
19) Clc1cccc(CN2CCCCCC2)c1
20) COc1ccccc1N1CCN(/N=C/c2cccc(OC)c2O)CC1
assay / entry	16	17	18	19	20
GALK inh	-3%	8%	0%	-2%	1%
Giardia killer	?	1	10	-6	1
TRPV1 agonist	-1	0	1	-3	2
PKM2 activator	1%	0%	0%	-1%	-24%
CXXC DNA block	-12%	-2%	3%	4%	5%
hERG WT inh	-1	-5	-3	13	-1
B2AR arrestin	-0.4%	-0.2%	0.3%	0.0%	-0.2%
Menin MLL FP TR	9%	15%	-23%	-8%	32%[activator]
Coupling enz	0	2	-2	-4	3
USP2a inh	0%	2%	-1%	-2%	1%
KCNH2 3.1 inh	28	-1	-6	-7	6

21) CC(C)c1ccccc1-n1cc[nH]c1=S
22) Cn1c(=O)[nH]c(=O)c2c1nc(SCC(O)CO)n2CCCc1ccccc1 (stereo not given)
23) O=c1oc(-c2cccs2)nc2ccc(Cl)cc12
24) Cc1nc(NC(=O)C2CCCCC2)sc1C
25) CC(=O)CCc1ccc(OCCCCn2cncn2)cc1
assay / entry	21	22	23	24	25
GALK inh	11%	-6%	0%	2%	1%
Giardia killer	-2	8	-2	-4	-2
TRPV1 agonist	-7	1	1	2	1
PKM2 activator	-1%	-6%[11.5 µM]	1%	3%	-5%
CXXC DNA block	2%	3%	3%	-1%	-3%
hERG WT inh	1	13	-11	-4	19
B2AR arrestin	-0.1%	0.0%	0.5%	0.1%	0.0%
Menin MLL FP TR	25%	7%	-8%	8%	-20%
Coupling enz	-1	0	-2	1	1
USP2a inh	1%	5%	-2%	3%	1%
KCNH2 3.1 inh	3	12	5	-6	-1

26) CCCC(=O)Nc1c2c(nc3ccccc13)N(c1ccccc1)CC2
27) CC(NC(=O)/C(C#N)=C/c1cn(-c2ccccc2)nc1-c1ccc(F)cc1)c1ccccc1 (stereo not given)
28) CN(C)c1ccc(P(=O)(OCc2ccccc2)C(O)c2ccncc2)cc1 (stereo not given)
29) Cc1[nH]c(=O)[nH]c(=O)c1CSc1nnc([C@@H](NC(=O)OC(C)(C)C)C(C)C)o1
30) O=C(NCCNC(=O)c1cnccn1)c1cccc(Cl)c1
assay / entry	26	27	28	29	30
GALK inh	-1%	-4%	-1%	2%	5%
Giardia killer	-1	-9	1	-17	-16
TRPV1 agonist	3	?	-1	1	-3
PKM2 activator	0%	-6%	-11%	-2%	/
CXXC DNA block	-4%	4%	9%	-4%	-8%
hERG WT inh	9	-2	6	-2	0
B2AR arrestin	-0.2%	-1.2%	-0.2%	-0.2%	0.2%
Menin MLL FP TR	-12%	5%	-7%	0%	19%
Coupling enz	0	0	-1	3	-1
USP2a inh	0%	3%	-1%	-2%	1%
KCNH2 3.1 inh	-14	-19	-12	0	-5

31) COc1cccc(N/C(SCc2cccc([N+](=O)[O-])c2)=C(/C#N)C(N)=O)c1
32) O=C(Cn1nnc2ccccc2c1=O)N[C@@H](Cc1ccccc1)C(=O)O
33) O=C(Nc1ccccc1O)c1cccc(S(=O)(=O)N2CCOCC2)c1
34) Nc1nc(SCC(=O)N2CCCc3ccccc32)n[nH]1
35) O=C(NC1CCCC1)C(=O)N(Cc1cccnc1)C(C(=O)NC1CCCC1)c1ccco1 (stereo not given)
36) CN1CCC(OC(=O)c2cccc(Br)c2)CC1
37) Cc1ccccc1OCC(=O)NC(C)c1ccccc1 (stereo not given)
38) CC(=O)NCCC1CCN(c2nc3nonc3nc2N(C)Cc2ccccc2)CC1
assay / entry	31	32	33	34	35	36	37	38
GALK inh	4%	-1%	0%	/	1%	1%	6%	-1%
Giardia killer	2	41[activator]	-5	-25	0	19	18	-12
TRPV1 agonist	-3	-2	?	/	-1	6	?	?
PKM2 activator	-1%	19%	1%	/	-6%	0%	/	-2%
CXXC DNA block	16%	-2%	3%	/	7%	2%	2%	13%
hERG WT inh	-16	3	8	4	8	10	3	5
B2AR arrestin	-0.3%	-0.2%	-0.8%	1.5%	0.5%	0.2%	0.2%	-0.2%
Menin MLL FP TR	16%	/	?	/	2%	1%	-11%	-5%
Coupling enz	-14	5	-11	/	1	4	-1	7
USP2a inh	-2%	0%	1%	9%	-7%	0%	6%	2%
KCNH2 3.1 inh	-4	-2	14	4	8	-10	2	11

Screens as filed in PubChem.
